# Assay outcomes as filed in PubChem BioAssay.
# GLS inhibitor – qHTS for Inhibitors of Glutaminase (GLS); Glutaminase kidney isoform, mitochondrial (Homo sapiens), O94925; GLS enzymatic activity, qHTS titration; Potency, µM (highest dose often 45.5 µM), without a hit: at the top dose activity change, negative = inhibition, hits mostly inhibitors; 410,000 tested, 0.21% active; also: potency is read from the fitted curve at half-maximal effect; % is scaled to controls: 0 for no effect and ±100 for the full control effect
#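 Human kidney-isoform GLS in 45 mM KH2PO4 pH 8.2, 0.02% Tween-20, with compound, started with 1mM L-Glutamine (added stock). Glutamate oxidase/HRP/Amplex red coupled fluorescence read at start and after 30 min at RT.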
# ERG-DNA inh – qHTS for Small Molecule Inhibitors of the ERG Ets/DNA interaction | Potency, µM (top dose mostly 76.9 µM), inactives show at the highest dose FP activity, negative = inhibition, most hits filed as inhibitors | 370,000 tested, 0.028% active | AID 624246, 2012 | fluorescence polarization, His-ERG Ets domain / labelled DNA; active = well fitted inhibition curve with a large enough effect in the polarisation, with a control signal flat; inconclusive = small, poorly fitted or top-dose-only effect, or effect the other way, or a change in a side signal; inactive = no such curve, though single readings can be large or run the other way; the % refers to the polarisation;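 also: polarization taken with two DNA probes labelled with fluorescein and Texas red; potency is read from the fitted curve at half-maximal effect; % of control where 0% means no effect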
#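 His-tagged ERG Ets domain (1 uM in the protein solution; 300mM KCl, 50mM Tris-HCl, 1mM EDTA, 1mM DTT, pH 7.5) received compound, then a probe mix of 5 nM fluorescein-DNA and 100nM Texas-615-DNA. Fluorescence polarization was read for both dyes.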
# HP1b chromo inh – HTS for Inhibitors of HP1-beta Chromodomain Interactions with Methylated Histone Tails; Potency, µM (top dose mostly 114 µM), for the others: top-dose activity change, negative = inhibition, hits mostly inhibitors; AlphaScreen HP1-beta / biotin-H3K9me3 peptide binding; Chromobox protein homolog 1 (Homo sapiens), P83916; AID 540317, 2011; 390,000 tested, 0.56% active; also: potency is read from the fitted curve at half-maximal effect; nearly all actives have a fitted effect of over 70% in size; inactives centre near 23
# Target sequence (P83916 whole entry, looked up): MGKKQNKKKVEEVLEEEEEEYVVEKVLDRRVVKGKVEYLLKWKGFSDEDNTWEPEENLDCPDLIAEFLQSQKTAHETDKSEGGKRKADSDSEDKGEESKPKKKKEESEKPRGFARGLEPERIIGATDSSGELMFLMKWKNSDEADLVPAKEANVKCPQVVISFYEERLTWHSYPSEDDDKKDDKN
#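 HP1-beta protein (50 nM final) preincubated 30 min at room temperature with biotinylated H3(1-18)K9me3 peptide (50 nM) in PBS pH 7.4, 0.01% Tween-20, then compound added for 30 min. AlphaScreen streptavidin donor/nickel chelate acceptor beads (10 ug/mL final), 30 min dark, luminescence read.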
# RGS4 inh – Inhibitors of Regulator of G Protein Signaling (RGS) 4: qHTS; Regulator of G-protein signaling 4 (Homo sapiens), P49798; Transcreener GDP fluorescence polarization, RGS4-accelerated GTP hydrolysis; Potency, µM (series often up to 114 µM), for inactives: top-dose activity change, negative = inhibition, usual class: inhibitors; 390,000 tested, 0.039% active; also: potency is read from the fitted curve at half-maximal effect; % is scaled to controls: 0 for no effect and ±100 for the full control effect; nearly all actives have a fitted effect of over 75% in size; some results filed as inactive show a strong effect at the top dose
# Target sequence (P49798 whole entry, looked up): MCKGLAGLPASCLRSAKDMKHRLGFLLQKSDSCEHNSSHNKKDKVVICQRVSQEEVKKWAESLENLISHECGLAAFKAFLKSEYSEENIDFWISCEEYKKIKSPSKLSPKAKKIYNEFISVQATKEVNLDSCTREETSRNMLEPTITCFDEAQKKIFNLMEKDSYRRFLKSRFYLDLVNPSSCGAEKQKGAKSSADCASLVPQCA
#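 MLSMR compounds (23 nl, pin-transferred) preincubated 10 min at room temperature with a 500nM (2x) first reagent, then RGS4 at 900nM (2x) plus Transcreener GDP mix added; fluorescence polarization (620/688 nm) read before and after 90 min at 30 °C.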
# BAZ2B block – qHTS Assay for Inhibitors of BAZ2B; Bromodomain adjacent to zinc finger domain protein 2B (Homo sapiens), Q9UIF8; AlphaScreen BAZ2B-H3K14Ac peptide displacement; Potency, µM (top dose mostly 114 µM), without a hit: at the top dose activity change, negative = inhibition, usual class: inhibitors; 360,000 tested, 4.4% active; also: potency is read from the fitted curve at half-maximal effect; % is scaled to controls: 0 for no effect and ±100 for the full control effect; nearly all actives have a fitted effect of over 60% in size
#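 Inhibition is scored as reduced AlphaScreen emission. The BAZ2B/b-H3(5-23)K14Ac complex (50 nM each) in PBS pH 7.4, 0.01% Tween-20 meets compound (up to 110 uM) for 30 min at RT before bead addition.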
# JMJD2A Tudor inh – qHTS Assay for Inhibitors of JMJD2A-Tudor Domain. AlphaScreen JMJD2A-Tudor / H3K4me3 peptide binding. 390,000 tested, 4.4% active. AID 504339, 2011. Potency, µM (doses to about 114 µM), for the others: top-dose activity change, negative = inhibition, most hits filed as inhibitors; also: potency is read from the fitted curve at half-maximal effect; % is scaled to controls: 0 for no effect and ±100 for the full control effect; nearly all actives have a fitted effect of over 50% in size
# PI4K2A block – qHTS for small molecular inhibitors of PI4K2A | Phosphatidylinositol 4-kinase type 2-alpha (Homo sapiens), Q9BTU6 | activity change, negative = inhibition, % at 76.9 µM | 420,000 tested, 0.13% active | purified PI4K2A, ADP-Glo luminescence, 1 h; stronger effect = lower value; in the data active = activity change below about -50%; inconclusive = mostly about -30% to -49%;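 also: -100% = wells without enzyme as full effect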
#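 PI4K2A activity was measured by ADP-Glo luminescence: enzyme (4 ug/mL stock) and phosphatidylinositol (1.2 mM stock) in Tris pH 7.5/MgCl2/EGTA/Triton X-100 buffer were reacted with ATP (300 microM stock) for one hour at ambient temperature.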
# ALOX12 inh – Primary qHTS assay for inhibitors of human arachidonate 12S-lipoxygenase (ALOX12): Round 2 | Potency, µM (series often up to 108 µM), without a hit: at the top dose activity change, negative = inhibition, usual class: inhibitors | 580,000 tested, 1.1% active | AID 1671190, 2021 | Polyunsaturated fatty acid lipoxygenase ALOX12 (Homo sapiens), P18054 | purified 12hLO, xylenol orange hydroperoxide absorbance; also: potency is read from the fitted curve at half-maximal effect; % is scaled to controls: 0 for no effect and ±100 for the full control effect
# Target sequence (P18054 whole entry, looked up): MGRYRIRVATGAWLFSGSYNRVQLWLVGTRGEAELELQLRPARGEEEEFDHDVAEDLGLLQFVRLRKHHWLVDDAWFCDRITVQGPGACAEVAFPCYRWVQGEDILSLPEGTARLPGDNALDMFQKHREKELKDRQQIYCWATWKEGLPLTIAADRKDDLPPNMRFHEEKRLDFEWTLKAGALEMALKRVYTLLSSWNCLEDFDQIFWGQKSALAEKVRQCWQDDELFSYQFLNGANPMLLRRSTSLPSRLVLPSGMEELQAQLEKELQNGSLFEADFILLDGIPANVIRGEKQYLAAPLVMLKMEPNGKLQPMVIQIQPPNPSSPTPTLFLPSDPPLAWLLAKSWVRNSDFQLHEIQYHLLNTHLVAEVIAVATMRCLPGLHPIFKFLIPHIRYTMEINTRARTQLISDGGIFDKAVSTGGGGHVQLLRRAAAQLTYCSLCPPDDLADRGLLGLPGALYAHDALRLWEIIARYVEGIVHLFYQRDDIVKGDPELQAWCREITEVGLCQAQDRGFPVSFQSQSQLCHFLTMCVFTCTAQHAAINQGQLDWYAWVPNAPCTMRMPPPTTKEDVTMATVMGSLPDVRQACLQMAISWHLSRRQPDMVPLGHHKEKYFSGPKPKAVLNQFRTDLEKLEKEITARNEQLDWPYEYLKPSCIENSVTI
#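 Purified human 12hLO (150 nM final) in 25 mM Hepes, 0.01% Triton X-100, pH 7.0 was preincubated 15 min at room temperature with compound. Then 40 uM arachidonic acid was added, 30 min. Hydroperoxide was read by Fe-XO absorbance ratio 573/405 nm.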
# G9a inh – qHTS Assay for Inhibitors of Histone Lysine Methyltransferase G9a; Histone-lysine N-methyltransferase EHMT2 (Homo sapiens), Q96KQ7; G9a H3K9 monomethylation, AlphaScreen, 2 h; Potency, µM (doses to about 102 µM), for inactives: top-dose activity, negative = inhibition, actives largely listed as inhibitors; 350,000 tested, 8.8% active; also: potency is read from the fitted curve at half-maximal effect; % is scaled to controls: 0 for no effect and ±100 for the full control effect; nearly all actives have a fitted effect of over 75% in size
#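 Enzyme 20 nM + cpd, 15 min RT; add b-H3K9 pep 500 nM / SAM 20 uM; 2 h RT; anti-H3K9me1 Ab 0.5 ug/mL + SA donor / anti-rabbit acceptor beads 20 ug/mL each, 10 min; AlphaScreen read.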
# Numbers without * were called inactive; ? = inconclusive; . = not tested or not shown; [ ] = remark or other dose. Unless noted, calls follow the shape of the dose curve; as a rule, active = well fitted curve in the direction sought with a large enough effect; inconclusive = small, poorly fitted or top-dose-only effect, or another doubt; inactive = no such curve, though single readings can be large; an effect the other way counts as inactive or inconclusive. These rows are one share of the data. The share of hits here may be higher or lower than overall.
# Below each SMILES: GLS inhibitor	ERG-DNA inh	BAZ2B block	ALOX12 inh	HP1b chromo inh	G9a inh	JMJD2A Tudor inh	PI4K2A block	RGS4 inh
> O=C(COc1ccc(Cl)cc1)Nc1ccc(-c2nc3cc(Cl)ccc3o2)c(O)c1
 : 5%	-1%	-3%	2%	55%[activator]	36%[59 µM]	-5%	-3	-9%
> CCN(CC)C(=O)COc1ccc2c(c1)C(=O)CC(C)(C)O2
 : -3%	1%	-20%	-10%	9%[57 µM]	14%[59 µM]	-9%	1	25%
> Cn1c(CN2CCCC2)nc2cc(NC(=O)Nc3ccccc3)ccc21
 : 26%	.	-9%	-2%	5%	-19%[12.7 µM]	-20%	4	13%
> CCCCCCCCc1nc(SC(C)C(=O)O)n[nH]1 (stereo not drawn)
 : 8%	1%	-3%	-2%	40%[activator]	?	-13%	-4	12%
> COc1ccc(CCNC(=O)c2c(C)noc2C)cc1
 : 0%	.	12%	-25%	21%	6%[2.33 µM]	-7%	1	9%
> CCOc1ccccc1NC(=O)/C(C#N)=C/c1c(C)nn(-c2ccc(F)cc2)c1Cl
 : 6%	1%	4%	-6%	24%	1%[59 µM]	-9%	4	10%
> c1ccc2sc(N3CCN(Cc4nnnn4CC4CCCO4)CC3)nc2c1 (stereo not drawn)
 : 2%	0%	.	-19%	26%	28µM*	-12%	-7	-1%
> CC1CCc2onc(C(=O)N3CCN(c4ccc(F)cc4)CC3)c2C1 (stereo not drawn)
 : -5%	-10%	0%[57.1 µM]	-2%	15%	2%[59 µM]	-10%	3	-11%
> O=C(Cn1cc(C(F)(F)F)ccc1=O)Nc1ccccc1
 : 1%	4%	6%	10%	11%	11%	-9%	-4	7%
> COC(=O)N1CC(c2ccccc2)CC1=O (stereo not drawn)
 : 7%	-15%	-2%	-2%	26%	-7%[59 µM]	3%	-7	27%
> Cc1ccc(NC(=O)CN2C(=O)COc3ccc(S(=O)(=O)NC4CCCC4)cc32)c(Cl)c1
 : 2%	7%	-2%	-20%	4%	-2%[59 µM]	-28%	-2	-15%
> CC(CNC(=O)CN1C(=O)NC2(CCOc3ccccc32)C1=O)c1ccccc1 (stereo not drawn)
 : -1%	0%	9%	22%	45%[activator]	?	-1%	2	12%
> COC(=O)c1ccccc1NS(=O)(=O)c1ccc2[nH]c(=O)[nH]c2c1
 : -2%	-9%	2%	-10%	17%	0%[59 µM]	-12%	0	11%
> Cc1ccc(C)c(C(=O)COC(=O)c2cc([N+](=O)[O-])ccc2N2CCOCC2)c1
 : 1%	-1%	?	-9%	-21%	?	?	4	11%
> O=C(NC1CCN(C(=O)Nc2ccc(F)cc2)CC1)c1ccc(F)cc1
 : -1%	-12%	0%	-11%	15%	13%	-1%	0	-38%

# Six compounds from above, sorted by the number in GLS inhibitor, largest number first:
# Below each SMILES: GLS inhibitor	ERG-DNA inh	BAZ2B block	ALOX12 inh	HP1b chromo inh	G9a inh	JMJD2A Tudor inh	PI4K2A block	RGS4 inh
> COC(=O)N1CC(c2ccccc2)CC1=O (stereo not drawn)
 : 7%	-15%	-2%	-2%	26%	-7%[59 µM]	3%	-7	27%
> CCOc1ccccc1NC(=O)/C(C#N)=C/c1c(C)nn(-c2ccc(F)cc2)c1Cl
 : 6%	1%	4%	-6%	24%	1%[59 µM]	-9%	4	10%
> O=C(COc1ccc(Cl)cc1)Nc1ccc(-c2nc3cc(Cl)ccc3o2)c(O)c1
 : 5%	-1%	-3%	2%	55%[activator]	36%[59 µM]	-5%	-3	-9%
> c1ccc2sc(N3CCN(Cc4nnnn4CC4CCCO4)CC3)nc2c1 (stereo not drawn)
 : 2%	0%	.	-19%	26%	28µM*	-12%	-7	-1%
> COc1ccc(CCNC(=O)c2c(C)noc2C)cc1
 : 0%	.	12%	-25%	21%	6%[2.33 µM]	-7%	1	9%
> CCN(CC)C(=O)COc1ccc2c(c1)C(=O)CC(C)(C)O2
 : -3%	1%	-20%	-10%	9%[57 µM]	14%[59 µM]	-9%	1	25%

# Next compounds follow:
# Below each SMILES: GLS inhibitor	ERG-DNA inh	BAZ2B block	ALOX12 inh	HP1b chromo inh	G9a inh	JMJD2A Tudor inh	PI4K2A block	RGS4 inh
> NC(=O)C1(N2CCCCC2)CCN(C(=O)NC23CC4CC(CC(C4)C2)C3)CC1
 : 13%	2%	2%	-1%	8%	-1%[59 µM]	-14%	4	-6%
> CCN(CC)S(=O)(=O)c1cc(C(=O)Nc2cccnc2)ccc1Cl
 : 0%	-2%	-28%	-12%	53%[activator]	?	-21%	-1	-31%
> COc1ccc(C2=NOC(C(=O)NCCCn3ccnc3)C2)cc1 (stereo not drawn)
 : 4%	0%	-7%	0%	40%[activator]	4%[59 µM]	-2%[57.1 µM]	-4	-17%[56.9 µM]
> CCOC(=O)CCSCC(=O)Nc1cc(C)on1
 : 11%	2%	-2%	-14%	16%	-1%[59 µM]	8%	5	3%
> COc1ccc(C(=O)N2CCC(C(=O)NC3CC3)CC2)cc1
 : 3%	2%	-9%	15%	10%	25%	-2%	7	3%
> O=C(CCN1C(=O)COc2ccccc21)NCCCN1CCN(c2ccccc2F)CC1
 : -8%	.	3%	0%	22%	3%[12.7 µM]	-25%	4	-5%
> CC(C)(C)c1ccc(OCC(=O)N2CCC(c3nc4ccccc4s3)CC2)cc1
 : 0%	3%	-19%	-29%	17%	-8%[59 µM]	-13%	-4	-3%
> Cc1nn(Cc2ccccc2)c(C)c1NC(=O)c1cccs1
 : 11%	9%	3%	3%	19%	2%[59 µM]	-19%	-4	-34%
> CC(NC(=O)c1ccc(Cl)c(Cl)c1)c1ccc(-c2ccccc2)cc1 (stereo not drawn)
 : 1%	3%	-13%	-19%	25%	8%[12.7 µM]	-15%	2	6%
> COc1ccc2cc(-c3ccccc3F)ncc2c1
 : 1%	4%	71%[activator]	?	85%[activator]	3%[0.501 µM]	41%[activator]	?	0%
> CC(=O)c1cccc(NC(=O)C(C)N2CCc3ccccc3C2)c1 (stereo not drawn)
 : -14%	4%	-3%	7%	-6%	-4%[12.7 µM]	-8%	3	5%
> O=C(NC1CCCCC1)c1ccc(-c2ccccc2[N+](=O)[O-])o1
 : -4%	3%	?	3%	-5%	?	?	-1	-12%
> COc1ccccc1C1/C(=C(\O)c2ccc3c(c2)OCCO3)C(=O)C(=O)N1Cc1cccnc1 (stereo not drawn)
 : 5%	-11%	?	-18%	1%[57 µM]	?	50µM*	5	14%
> CCOc1ccc(NC(=O)CC(NC(C)=O)c2ccccc2)cc1S(=O)(=O)N1CCCC1 (stereo not drawn)
 : -2%	-4%	-1%	-3%	33%	?	-12%	-3	6%
> Cc1cc(C)n2nc(SCC(=O)NC3CCCCC3C)nc2n1 (stereo not drawn)
 : 2%	12%	-9%	7%	46%[activator]	10%[59 µM]	-7%	-1	-5%
> CNc1nc2c(c(=O)[nH]c(=O)n2C)n1CCCc1ccccc1
 : 3%	3%	4%	9%	67%[activator]	0%	-11%	4	-6%[56.9 µM]
> COc1ccc(C(=O)N2CCOC23CCN(c2ncccn2)CC3)cc1
 : 3%	3%	0%	0%	5%	.	-1%	1	35%
> Cc1cc2c(cc1S(=O)(=O)NCc1ccccc1)NC(=O)CO2
 : 1%	1%	2%	15%	17%	?	-10%	2	6%
> c1ccc2c(c1)nc1n2CCS1
 : -2%	3%	3%	0%	48%[activator]	10%[2.33 µM]	-12%	-1	-14%
> CC(C)N(C(=O)c1ccc(-c2ccccc2F)cc1)C(C)C
 : 6%	-2%	4%	370%[activator]	41%[activator]	46%	17%	1	2%
> COc1cccc(CNC(=O)c2ccc(-c3nc(COc4ccccc4)c(C)o3)cc2)c1
 : -4%	-8%	-12%	-12%	7%	-6%[59 µM]	-18%	-8	-17%
> Cc1cccc(-n2[nH]c3c4c(ccc3c2=O)C(=O)c2ccccc2C4=O)c1
 : 1%	.	?	-6%	-21%	14µM*	-28%	0	3%
> NC(=O)C1(N2CCCCC2)CCN(S(=O)(=O)c2ccccc2)CC1
 : 5%	11%	.	7%	29%	.	-7%	-2	7%
> CN(C)c1ccc(NC(=O)CCCCCn2nnc3ccccc3c2=O)cc1
 : 12%	0%	-20%	4%	16%	50µM*	-25%	5	-26%
> CCCn1c(=O)c2ccccc2n2c(SCC(=O)c3ccccc3)nnc12
 : 0%	3%	-28%	-8%	11%	?	25µM*	2	-41%
> Cc1c(C(=O)NCc2cccnc2)sc2ncn(CC(=O)N3CCCCC3C)c(=O)c12 (stereo not drawn)
 : 5%	-7%	3%	0%	20%	-24%[12.7 µM]	-15%	1	24%
